Bioassay records from PubChem.
Apoferritin bind: binds horse apoferritin like a general anesthetic. P02791. apoferritin/1-aminoanthracene competitive binding, fluorescence. AID 485281. Potency, µM (series often up to 77.5 µM), for the others: at the top dose activity change, negative = displacement, usual class: inhibitors. hit rate 0.074% among 350,000; further: potency means the concentration at half of the fitted maximal effect; on the % scale 0 is the no-effect control and ±100 the full control effect; nearly all actives have a fitted effect of over 20% in size
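In PBS, apoferritin at 10 uM is loaded with 1-AMA from a 50% saturated solution. After 10 min of compound exposure at ambient temperature, reduced 535 nm fluorescence indicates probe displacement.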
APEX1 inh: blocks human APE1 abasic DNA cleavage. P27695. hit rate 0.35% among 350,000. recombinant APE1, TAMRA/BHQ-2 abasic DNA cleavage fluorescence. AID 2517. Potency, µM (top dose mostly 65.8 µM), inactives show top-dose activity change, negative = inhibition, actives largely listed as inhibitors;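 further: potency means the concentration at half of the fitted maximal effect; plate controls were vehicle for no effect and reference inhibitor for full effect; nearly all actives have a fitted effect of over 55% in size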
Target sequence (P27695 whole entry, looked up): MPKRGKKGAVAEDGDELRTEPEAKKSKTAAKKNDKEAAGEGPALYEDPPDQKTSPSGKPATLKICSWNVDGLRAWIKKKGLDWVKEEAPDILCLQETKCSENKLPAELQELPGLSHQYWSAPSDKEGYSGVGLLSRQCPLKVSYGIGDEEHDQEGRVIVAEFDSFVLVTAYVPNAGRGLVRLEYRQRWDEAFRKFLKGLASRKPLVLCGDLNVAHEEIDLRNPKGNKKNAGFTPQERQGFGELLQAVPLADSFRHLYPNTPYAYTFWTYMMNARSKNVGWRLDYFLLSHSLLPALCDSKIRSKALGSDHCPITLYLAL
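Compound pre-exposure to 0.75 nM APE1, 15 min at ambient temperature. Reaction initiated with 50 nM TAMRA/BHQ-2 THF substrate, read immediately in kinetic mode, 525 nm excitation, 598 nm emission.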
TRHR ag: TRH receptor (human) agonism; P34981; TRHR cells, calcium flux fluo-8, FDSS agonist mode; activation, % at 2 µM; hit rate 0.18% among 360,000; AID 493084; in the data active means activation above about 30%; further: 0% is about no effect
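In this calcium-flux screen, cells bearing human TRHR are dye-loaded with fluo-8, baselined for 10 cycles, then exposed to library compounds; positive kinetic calcium responses during the agonist phase mark hits, with TRH as control.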
Pol iota inh: inhibitors of human DNA polymerase iota | Q9UNA4 | Pol iota fluorescent replication assay, 10 min | Potency, µM (titrated, usually from 115 µM), inactives show at the top dose activity, negative = inhibition, most hits filed as inhibitors | hit rate 1% among 390,000 | AID 588590; further: potency means the concentration at half of the fitted maximal effect
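Pol iota at 10 nM preincubated 15 min with compounds at room temperature; reaction started with fluorescent substrate, 50 nM final. Fluorescence read kinetically at 0 and 10 min; buffer-only wells as negative control.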
12-LOX inh: blocks human arachidonate 12S-lipoxygenase; P18054; purified 12hLO, xylenol orange hydroperoxide absorbance; Potency, µM (titrated, usually from 108 µM), for inactives: at the highest dose activity change, negative = inhibition, actives largely listed as inhibitors; hit rate 1.1% among 580,000; further: potency means the concentration at half of the fitted maximal effect; on the % scale 0 is the no-effect control and ±100 the full control effect
Target sequence (P18054 whole entry, looked up): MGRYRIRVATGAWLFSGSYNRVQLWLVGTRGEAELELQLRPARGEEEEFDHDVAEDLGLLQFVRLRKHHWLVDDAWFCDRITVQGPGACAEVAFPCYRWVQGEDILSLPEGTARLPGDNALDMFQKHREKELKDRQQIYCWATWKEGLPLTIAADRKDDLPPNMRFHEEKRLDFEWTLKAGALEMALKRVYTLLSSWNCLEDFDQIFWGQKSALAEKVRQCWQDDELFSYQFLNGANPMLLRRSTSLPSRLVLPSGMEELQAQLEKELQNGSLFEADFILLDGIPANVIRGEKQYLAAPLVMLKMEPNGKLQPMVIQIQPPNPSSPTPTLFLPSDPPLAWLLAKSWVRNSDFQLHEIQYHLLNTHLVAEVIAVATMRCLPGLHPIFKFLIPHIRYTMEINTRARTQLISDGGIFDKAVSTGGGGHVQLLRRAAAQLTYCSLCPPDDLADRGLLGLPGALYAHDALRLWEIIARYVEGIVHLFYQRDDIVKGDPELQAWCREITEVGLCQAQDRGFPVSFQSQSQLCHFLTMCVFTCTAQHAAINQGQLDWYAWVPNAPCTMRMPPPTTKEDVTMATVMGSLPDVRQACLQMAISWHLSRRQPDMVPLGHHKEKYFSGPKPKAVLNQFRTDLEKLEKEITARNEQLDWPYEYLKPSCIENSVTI
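Purified human 12hLO (150 nM final) in 25 mM Hepes, 0.01% Triton X-100, pH 7.0 was preincubated 15 min at room temperature with compound. Then 40 uM arachidonic acid was added, 30 min. Hydroperoxide was read by Fe-XO absorbance ratio 573/405 nm.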
BLM inh: blocks DNA unwinding by human BLM helicase; hit rate 0.2% among 350,000; Potency, µM (highest dose often 56.1 µM), without a hit: at the top dose activity change, negative = inhibition, hits mostly inhibitors; recombinant BLM DNA unwinding, fluorescence dequenching; P54132;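 further: potency means the concentration at half of the fitted maximal effect; plate controls were vehicle for no effect and no enzyme for full effect; nearly all actives have a fitted effect of over 35% in size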
ERG Ets-DNA blk: ERG Ets/DNA interaction inhibition; P11308; fluorescence polarization, His-ERG Ets domain / labelled DNA; Potency, µM (titrated, usually from 76.9 µM), inactives show at the top dose FP activity, negative = inhibition, usual class: inhibitors; hit rate 0.028% among 370,000; active means well fitted inhibition curve with a large enough effect in the polarisation, with a control signal flat; inconclusive means small, poorly fitted or top-dose-only effect, or effect the other way, or a change in a side signal; inactive means no such curve, though single readings can be large or run the other way; the % refers to the polarisation;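 further: polarization taken with two DNA probes labelled with fluorescein and Texas red; potency means the concentration at half of the fitted maximal effect; % of control where 0% means no effect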
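His-tagged ERG Ets domain (1 uM in the protein solution; 300mM KCl, 50mM Tris-HCl, 1mM EDTA, 1mM DTT, pH 7.5) received compound, then a probe mix of 5 nM fluorescein-DNA and 100nM Texas-615-DNA. Fluorescence polarization was read for both dyes.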
POLB inh: blocks human DNA polymerase beta activity | Pol beta primer extension/strand displacement, fluorescence kinetic | Potency, µM (highest dose often 114 µM), for the others: at the highest dose activity change, negative = inhibition, most hits filed as inhibitors | hit rate 1.3% among 340,000; further: potency means the concentration at half of the fitted maximal effect; on the % scale 0 is the no-effect control and ±100 the full control effect
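Curves were derived by four-parameter Hill fits of normalized qHTS data. The kinetic fluorescent primer-extension read was taken at 0 and 10 min after 50 nM substrate, following a 15 min room-temperature preincubation of 10 nM enzyme with compounds.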
POLK inh: inhibitors of human DNA polymerase kappa | purified Pol kappa, fluorescent DNA synthesis assay, 10 min | Potency, µM (highest dose often 107 µM), for inactives: at the top dose activity, negative = inhibition, usual class: inhibitors | hit rate 0.53% among 400,000 | Q9UBT6; further: potency means the concentration at half of the fitted maximal effect; on the % scale 0 is the no-effect control and ±100 the full control effect
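10 nM Pol kappa preincubated 15 min at room temperature with compounds, then reaction started with substrate at 50 nM final. Fluorescence read kinetically at 0 and 10 min; buffer-only wells served as negative control.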
Starred values were filed as active, the others as inactive; u = inconclusive; x = not tested or not shown; & = joins results of further samples; [ ] = dose if it differs, or a comment. Unless noted, the call rests on the fitted dose curve; in most records, active means well fitted curve in the direction sought with a large enough effect; inconclusive means small, poorly fitted or top-dose-only effect, or another doubt; inactive means no such curve, though single readings can be large; an effect the other way counts as inactive or inconclusive. Only part of the results is shown. The share of hits here may be higher or lower than overall.

mol	Pol iota inh	Apoferritin bind	POLK inh	12-LOX inh	POLB inh	BLM inh	TRHR ag	APEX1 inh	ERG Ets-DNA blk
O=C(Nc1ccccc1F)c1ccc(CN2CCc3ccccc3C2)cc1	24%	-13%	-2%	-8%	-2%	-5%	-0.1	17%	1%
CC(C)c1ccc(OCc2cc(=O)n3c4c(sc3n2)CCCC4)cc1	29%	-8%	-10%	-1%	35%	-18%	0.1	x	1%
O=C(N[C@@H]1C/C=C\C[C@@H](CC(=O)N(CCO)Cc2ccccc2)C(=O)N[C@@H](c2ccccc2)COC1=O)OCC1c2ccccc2-c2ccccc21	2%	x	-6%	-8%	x	x	x	1%	9%
Cc1ccc(C)c(NC(=O)CSc2nnc(C3CCCCC3)o2)c1	72%[activator]	-7%	-18%	-12%	1%	-2%	-0.4	23%	-2%
COCCSc1nnc(NC(=O)c2ccc(NC(=O)C(C)C)cc2)s1	12%	-1%	-8%	-19%	1%	-2%	2.9	-1%	8%
S=C(Nc1ccc(Cl)cc1)NC1CC2CCC(C1)N2Cc1ccccc1 (stereo not drawn)	103%[activator]	-15%	-12%	u	27%	-3%	6.7	12%	-2%
Cc1ccc(C(=O)CSc2cc(C)nc(SCC(=O)c3ccccc3)n2)cc1	4%	u	-7%	0%	1%	-2%	1.0	-7%	0%
CC(C)C[C@@H](CN)NC(=O)c1nc[nH]c1C(=O)N[C@@H](C)C(=O)CNC[C@H](C)NC(=O)c1nc[nH]c1C(=O)N[C@@H](CC(C)C)C(=O)O	u	x	11%	26%	x	x	x	x	12%
Cc1nn(CCC#N)c(NC(=O)c2ccccc2)c1P(=O)(Nc1ccc(Br)cc1)N1CCOCC1 (stereo not drawn)	-25%	-1%	4%	-20%	0%	-7%	0.2	17%	-20%
CCN(CC)S(=O)(=O)c1ccc(C)c(NC(=O)COC(=O)CNC(=O)c2ccc(C(C)(C)C)cc2)c1	158%[activator]	-4%	-14%	11%	1%	-10%	0.1	10%	3%
CCc1ccc(NC(=O)CN(CC(=O)Nc2ccc(CC)cc2)CC(C)O)cc1 (stereo not drawn)	u	-10%	u	0%	6%	-19%	-1.4	-5%	-4%
CCC(CC)C(=O)Nc1nnc2n1CCS2	33%[activator]	-8%	-2%[60.1 µM]	u	1%	1%	0.5	x	-2%
O=C(CCc1ccccc1)Nc1ccc(N2CCOCC2)c(Cl)c1	-17%	1%	3%	9%	24%	4%	0.5	4%	5%
CCCCOc1ccc(C(=O)NCC2(c3ccc(OC)cc3)CCOCC2)cc1	62%[activator]	-16%	-7%	8%	3%	2%	-0.3	5%	0%
CCOC(=O)c1cnn(CCOC(=O)c2ccccc2F)c1NC(=O)c1ccccc1F	185%[activator]	0%	-18%	-7%	28%	-3%	-0.5	2%	1%
OC(CN1CCN(c2cccc(Cl)c2)CC1)c1ccc(F)cc1 (stereo not drawn)	-16%	-7%	-3%	-6%	2%	-6%	-1.2	-6%	-6%
CCOC(=O)c1ccc(NC(=O)CN2C(=O)NC3(CCCCCC3)C2=O)cc1	0%	u	0%	-10%	-13%	-3%	0.6	-2%	11%
Cc1onc(COc2ccccc2O)c1Br	9%	u	-7%	u	-7%	-2%	-0.4	-4%	-5%
COc1ccc(S(=O)(=O)N2CCCCCC2)cc1C(=O)NC1(C)CCS(=O)(=O)C1 (stereo not drawn)	46%[activator]	-2%	-7%	9%	13%	-4%	0.0	18%	6%
Cc1ccc(NC(=O)c2nc[nH]c2C(=O)NCCCCCCNC(=O)c2[nH]cnc2C(=O)Nc2ccc(C)cc2)cc1	12%	x	-5%	2%	x	x	x	-6%	5%
Cc1cc2oc(=O)cc(CSc3nc(N)cc(N)n3)c2cc1C	-4%	-18%	-8%	-7%&-2%	3%	1%	-0.3	-4%	-5%
CN1CCN(C(c2ccc(Br)cc2)c2cc(Cl)c3cccnc3c2O)CC1 (stereo not drawn)	43%[activator]	-19%	-5%	10µM*	13%	-18%	-0.7	-20%	10%
COc1ccc(-c2ccc(OC)c([C@H]3[C@@H]4C=CCC[C@@]4(C)C(=O)N3Cc3ccccc3)c2)cc1OC	12%	6%	-10%	u	-15%	-10%	0.5	1%	1%
Nn1c(Nc2ccc(Cl)cc2)nncc1=O	-17%	-4%	-6%	0%	-19%	2%	0.0	-4%	1%
COc1cc(/C=N/NC(=O)/C(=C\c2ccc3c(c2)OCO3)NC(=O)c2ccccc2)ccc1O	6%	0%	-21%	1%	5%	2%	0.7	1%	6%
CC(=O)Nc1cccc(C(=O)OC2CCOC2=O)c1 (stereo not drawn)	-14%	-3%	-4%	-6%	-11%	-5%	0.3	0%	-13%
CCN(CC)S(=O)(=O)c1ccc(Cl)nc1	20%	-10%	-8%	52%[activator]	16%	-1%	-0.1	5%	2%
COc1ccc(C(=O)N2CCN(C3CCN(Cc4ccccc4)CC3)CC2)cc1OC	30%	-8%	-9%	u	3%	-1%	0.2	3%	4%
COc1ccc(-c2cn[nH]c2C)cc1	30%	-16%	-22%	33%[activator]	-22%	-3%	-1.2	-4%	-7%
COc1ccc(NC(=O)C2CCCN2C(=O)Oc2ccccc2)cc1 (stereo not drawn)	70%[activator]	-4%	-1%	-5%	-2%	-6%	0.6	-3%	-6%
O=S(=O)(c1ccc2c(c1)OCCO2)N1C[C@@H]2C[C@H]1CN2S(=O)(=O)c1c(F)cccc1F	18%	x	0%	u	x	x	0.0	21%	x
COc1ccc2c(c1)SC1=NCCS(=O)(=O)N12	30%[activator]	-7%	4%	0%	0%	0%	-0.1	-3%	1%
CSc1ccccc1C(=O)OCC(=O)N1CCCC1=O	14%	x	-8%	169%[activator]	x	x	-0.2	-3%	x
CN(C)S(=O)(=O)c1ccc(C(=O)N2CCN=C2SCc2ccccc2)cc1	-10%	-9%	3%	-5%	22%	0%	0.4	-11%	-15%
COC(=O)c1ccccc1NC(=O)N1CCN(c2ccc(OC)cc2)CC1	82%[activator]	-15%	-8%	-23%	80%	0%	-0.3	-6%	6%
Cc1c(C(=O)NC(=S)Nc2ccc(NC(=O)c3cccs3)cc2)cccc1[N+](=O)[O-]	7%	x	-14%	u	x	x	x	x	1%
Cc1ccc(C(C)NC(=O)c2ccncc2)cc1C (stereo not drawn)	24%	-4%	-9%	2%	0%	-4%	-0.3	39%	-2%
Cc1cc(C)cc(NC(=O)CCS(=O)(=O)c2ccc3nc(C)sc3c2)c1	-2%	-7%	-19%	-18%	36%	2%	-0.1	x	0%
COc1ccc(C(CNC(=O)CSc2ccc(Br)cc2C)N2CCOCC2)cc1 (stereo not drawn)	-5%	x	-18%	-23%	x	x	0.1	-5%	3%
O=c1cc[nH]c2ccc(Cl)cc12	38%[activator]	-4%	-4%	9%	26%	4%	0.0	7%	8%
CN(C(=O)COC(=O)c1sc2ccccc2c1Cl)C1CCCCC1	10%	u	0%	0%	25%	-5%	-0.3	-8%	0%
O=c1n(Cc2ccccc2)c2cc(Cl)cnc2n1Cc1ccccc1	-9%	-4%	-6%	0%	16%	-7%	-0.5	13%	6%
CCOc1cc(C(=O)Nc2cc(C)ccn2)cc(OCC)c1OCC	5%	u	-7%	1%	5%	-5%	0.2	17%	-6%
Cc1cccc(NC(=O)CCc2c(C)nc3c(c(C)nn3C(C)(C)C)c2C)c1C	18%	-8%	-7%	-16%	-1%	-2%	0.4	x	3%
CC(=O)c1cccc(N(C(=O)CS(=O)CC(=O)Nc2ccc(F)cc2)C(C(=O)NC2CCCCC2)c2ccc(C)o2)c1 (stereo not drawn)	8%	-11%	-18%	-24%	16%	4%	0.2	-1%	0%
COC(=O)c1cn(NC(=O)Cc2cccc(C(F)(F)F)c2)c(=O)c2ccccc12	111%[activator]	-3%	7%	0%	3%	-3%	-0.7	-1%	2%
CC(=O)Nc1ccc(S(=O)(=O)NCC(CCC(=O)O)C(F)(F)F)cc1 (stereo not drawn)	80%[activator]	-4%	0%	3%	-1%	-6%	0.4	-5%	-7%
CCN(CC)S(=O)(=O)c1ccc(N=Nc2c(N)[nH]c(=O)[nH]c2=O)cc1	-7%	5%	-3%	-3%	15%	-1%	-1.0	u	0%
Cc1cnc(C(=O)OCC(=O)c2cc(C)n(C)c2C)cn1	12%	-10%	13%	u	-25%	-1%	-1.3	-1%	7%
O=C(C1CC(Cl)CN1S(=O)(=O)c1ccc(Cl)cc1)N1CCOCC1 (stereo not drawn)	76%[activator]	-5%	-1%	-18%	-22%	0%	0.5	14%	15%
CC(CNC(=O)c1ccc(N)cc1)NC(=O)c1ccc(N)cc1 (stereo not drawn)	35%[activator]	-1%	-1%	7%	10%	1%	1.3	0%	-5%
N#CC1C(=O)c2ccccc2C1c1ccccc1 (stereo not drawn)	u	x	-8%	u	x	x	x	x	5%

Records above shown as hits in 12-LOX inh:
SMILES	Pol iota inh	Apoferritin bind	POLK inh	12-LOX inh	BLM inh	TRHR ag	APEX1 inh	ERG Ets-DNA blk
CN1CCN(C(c2ccc(Br)cc2)c2cc(Cl)c3cccnc3c2O)CC1 (stereo not drawn)	43%[activator]	-19%	-5%	10µM*	-18%	-0.7	-20%	10%

Record cards, as listed above. Values in the order: Pol iota inh | Apoferritin bind | POLK inh | 12-LOX inh | POLB inh | BLM inh | TRHR ag | APEX1 inh | ERG Ets-DNA blk
`CSc1ccccc1C(=O)OCC(=O)N1CCCC1=O` across the screens: 14% | x | -8% | 169%[activator] | x | x | -0.2 | -3% | x
`CCC(CC)C(=O)Nc1nnc2n1CCS2` across the screens: 33%[activator] | -8% | -2%[60.1 µM] | u | 1% | 1% | 0.5 | x | -2%
